Bioassay records (PubChem)
HKDC1 inh: blocks human hexokinase HKDC1 activity; hit rate 0.16% among 340,000; recombinant HKDC1, G6PDH/diaphorase resazurin coupled fluorescence; AID 493160; Q2TB90; inhibition, % at 20 µM;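 active = inhibition above about 35% when tested at 20 µM, limit read from the data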;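 also: plate controls were DMSO wells with enzyme for no effect and DMSO wells lacking enzyme for full effect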
Target sequence (Q2TB90 whole entry, looked up): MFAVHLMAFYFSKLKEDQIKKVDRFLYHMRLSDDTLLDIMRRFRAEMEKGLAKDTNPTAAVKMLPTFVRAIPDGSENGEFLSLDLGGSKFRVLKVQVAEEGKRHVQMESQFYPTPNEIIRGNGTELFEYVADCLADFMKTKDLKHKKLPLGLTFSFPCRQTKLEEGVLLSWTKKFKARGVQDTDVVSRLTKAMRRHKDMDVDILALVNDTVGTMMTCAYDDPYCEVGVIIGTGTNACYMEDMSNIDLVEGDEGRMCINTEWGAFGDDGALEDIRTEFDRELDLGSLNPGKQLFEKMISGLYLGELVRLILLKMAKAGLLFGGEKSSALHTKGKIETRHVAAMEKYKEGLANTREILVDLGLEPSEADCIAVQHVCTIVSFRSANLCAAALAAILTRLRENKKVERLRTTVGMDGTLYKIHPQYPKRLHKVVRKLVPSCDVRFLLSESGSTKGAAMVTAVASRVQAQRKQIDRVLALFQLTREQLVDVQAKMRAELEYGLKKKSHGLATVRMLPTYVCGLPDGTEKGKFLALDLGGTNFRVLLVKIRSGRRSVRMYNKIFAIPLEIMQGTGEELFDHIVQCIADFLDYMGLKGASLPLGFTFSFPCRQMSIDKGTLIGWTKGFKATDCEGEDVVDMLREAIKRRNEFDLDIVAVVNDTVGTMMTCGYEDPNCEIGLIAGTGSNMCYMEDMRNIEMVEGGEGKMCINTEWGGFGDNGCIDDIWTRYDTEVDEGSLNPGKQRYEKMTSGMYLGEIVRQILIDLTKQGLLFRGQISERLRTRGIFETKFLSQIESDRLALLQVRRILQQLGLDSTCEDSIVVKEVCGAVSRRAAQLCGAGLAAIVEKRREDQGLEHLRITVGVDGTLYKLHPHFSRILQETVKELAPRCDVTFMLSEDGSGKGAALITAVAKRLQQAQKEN
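Assay system: recombinant HKDC1 hexokinase; detection: coupled resazurin fluorescence, excitation 525 nm, emission 613 nm; benchmarks: DMSO-plus-enzyme-mix negative control, buffer-substituted positive control; compound dosing: single 20 µM dose; schedule: 90 min at room temperature in dark; also added: glucose plus 1 mM ATP as hexokinase substrates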
SENP7 block: inhibitors of human SENP7 protease. Q9BQF6. hit rate 1.5% among 330,000. recombinant SENP7, Z-RLRGG-aminoluciferin luminescence, 40 min. inhibition, % at 5 µM;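 active = inhibition above about 50% at the single test dose, limit read from the data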;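 also: plate controls were DMSO with enzyme for no effect and no enzyme buffer wells for full effect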
PfGluPho inh: PfG6PD (Plasmodium falciparum) enzyme inhibition; PfGluPho enzyme, NADPH resazurin-diaphorase fluorescence; inhibition, % at 20 µM; hit rate 0.78% among 350,000; AID 504690;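 active = inhibition reaching at least a set limit at 20 µM in the primary screen, cut at about 59% in these data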;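 also: 0% = DMSO wells with substrate and 100% = DMSO wells lacking glucose-6-phosphate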
SENP6 inh: SENP6 protease inhibition. inhibition, % at 10 µM. Recombinant SENP6 catalytic domain, aminoluciferin luminescence. AID 2599. hit rate 1.8% among 330,000;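 active = inhibition above about 50% at the single tested dose, limit read from the data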;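 also: plate controls were DMSO wells with enzyme for no effect and DMSO wells lacking enzyme for full effect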
SENP8 block: SENP8 (human) protease inhibition; Q96LD8; recombinant SENP8, Nedd8 substrate fluorescence; inhibition, % at 20 µM; hit rate 0.64% among 360,000; AID 602440; in the data active = inhibition mostly above about 40%, no sharp cut-off; inactive = mostly below about 27%
Target sequence (Q96LD8 whole entry, looked up): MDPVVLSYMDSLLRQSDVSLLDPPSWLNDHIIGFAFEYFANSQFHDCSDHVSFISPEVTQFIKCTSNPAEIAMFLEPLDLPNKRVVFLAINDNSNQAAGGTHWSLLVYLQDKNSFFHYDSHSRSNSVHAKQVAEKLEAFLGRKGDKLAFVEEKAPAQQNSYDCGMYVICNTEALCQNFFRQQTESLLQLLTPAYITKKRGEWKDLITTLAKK
GRIN3A LBD mod: modulates the human NR3A ligand-binding domain | NR3A LBD differential scanning fluorimetry, Tm shift; 0% = protein alone, 100% = glycine-bound protein | AID 1259313 | Tm shift relative to glycine control, % at 25 µM | hit rate 2.5% among 340,000;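 active = melting temperature shift of at least 10% of the positive control shift, at one fixed dose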
ATG4B inhibitor: blocks human ATG4B protease cleavage of LC3 substrate. Q9Y4P1. ATG4B cleavage of LC3-PLA2, NBD-HPC fluorescence, 1 h. inhibition, % at 8.33 µM. hit rate 0.51% among 340,000; in the data active = inhibition above about 40%
MPTP block: blocks calcium-induced mitochondrial swelling. hit rate 1.4% among 360,000. isolated mouse mitochondria, Ca2+ swelling absorbance, 30 min. inhibition, % at 10 µM;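 active = inhibition of 50% or more, scaled per plate between neutral and stimulator controls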;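 also: 0% = DMSO wells given calcium and 100% = 1 mM EGTA wells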
Active calls of the source: *; / = no result given.

A first look, 4 compounds:
SMILES	HKDC1 inh	SENP7 block	PfGluPho inh	SENP6 inh	SENP8 block	GRIN3A LBD mod	ATG4B inhibitor	MPTP block
O=C(c1cc2ccccc2oc1=O)N(c1ccc(Cl)cc1)C1C=CS(=O)(=O)C1 (configuration not stated)	13	6	-18	-4	11	-3	-1	-1.8
Cc1ccc(C(C)C)c(OCC(=O)Nc2ccc(N3CCOCC3)cc2N2CCOCC2)c1	2	-2	12	-8	10	3	4	-0.4
COC1=C(Nc2ccccc2)C(=O)c2ccccc2C1=O	-11	21	-52	24	-75	-2	6	11
CCc1nnc(NC(=O)CSc2nnc(CNC(=O)c3cc(OC)c(OC)c(OC)c3)o2)s1	-6	-7	-25	-13	8	-1	-3	0.2

Main list (from the top)
SMILES	HKDC1 inh	SENP7 block	PfGluPho inh	SENP6 inh	SENP8 block	GRIN3A LBD mod	ATG4B inhibitor	MPTP block
O=C(c1cc2ccccc2oc1=O)N(c1ccc(Cl)cc1)C1C=CS(=O)(=O)C1 (configuration not stated)	13	6	-18	-4	11	-3	-1	-1.8
Cc1ccc(C(C)C)c(OCC(=O)Nc2ccc(N3CCOCC3)cc2N2CCOCC2)c1	2	-2	12	-8	10	3	4	-0.4
COC1=C(Nc2ccccc2)C(=O)c2ccccc2C1=O	-11	21	-52	24	-75	-2	6	11
CCc1nnc(NC(=O)CSc2nnc(CNC(=O)c3cc(OC)c(OC)c(OC)c3)o2)s1	-6	-7	-25	-13	8	-1	-3	0.2
CC(=O)c1sc(N/N=C/c2cccc([N+](=O)[O-])c2)nc1C	-5	4	-1	-15	19	-4	-3	-0.3
CCc1ccc(CCC(=O)Nc2nc(CC(C)=O)ns2)o1	-4	6	0	-3	0	-4	-5	-1.0
CCOC(=O)C1CN(S(=O)(=O)c2ccc(OC)cc2)c2cc(CC(=O)OC)ccc2O1 (configuration not stated)	4	-11	-11	-7	29	2	-11	-0.7
COc1cc(NC(=O)COC(=O)c2nc3nc(C)cc(C)n3n2)cc(OC)c1	-6	-3	-9	-2	-1	2	0	-1.4
O=C(Nc1cccnc1)c1noc2c1CCCC2	-4	16	-5	23	0	11*	4	-0.6
COC(=O)c1ccc(CSc2cc(C)c3ccccc3n2)o1	2	5	15	3	14	2	-13	-0.3
NNC(=O)COc1ncn(-c2ccccc2)n1	-4	4	-5	0	17	0	7	0.0
Cc1cccc(OCC(O)CNC(=O)c2ccccc2C(=O)O)c1 (configuration not stated)	2	-5	-10	0	32	-2	1	-5.6
O=C(CSc1nnc(CNc2cccc(C(F)(F)F)c2)n1Cc1ccco1)NCc1ccco1	7	5	11	7	6	2	-5	-1.1
O=C(CN1CCN(S(=O)(=O)c2ccc(Br)cc2)CC1)N/N=C/c1cc([N+](=O)[O-])ccc1Cl	-12	1	-3	-4	22	-4	-14	1.5
NC(=O)Nn1c(CCC(=O)O)ccc1-c1ccc(Cl)cc1	9	8	-21	0	-29	-4	3	1.3
Cc1nc(-c2cn[nH]c2)c2cc(C)oc2n1	7	6	14	-5	-63	0	-8	-0.8
COC(=O)c1c(C)[nH]c(C=O)c1-c1ccccc1	-3	-2	-13	-2	4	1	-6	2.2
O=C(NC(=S)NCCc1ccccc1)c1cccc(Cl)c1	3	-11	-10	-15	12	-6	8	1.1
COc1ccc(CS(=O)(=O)CC2(O)CCN(C(=O)c3cccc(C(F)(F)F)c3)CC2)cc1	0	5	-12	-3	17	0	-4	0.1
CCc1ccc(N2C(=O)/C(=C/c3cccs3)N(CC(=O)OC)C2=S)cc1	-8	-3	0	-2	21	1	4	3.1
CN(C1CCCCC1)S(=O)(=O)c1cc2c3c(c1)CCN3C(=O)CC2	1	2	-11	-2	16	-2	2	-1.5
Cc1nc(Nc2ccncc2)c2oc3ccccc3c2n1	11	-6	-16	2	-204	0	-4	-1.5
Cc1cccc(OCCCC(=O)N2CCCCCC2)c1C	-4	24	6	-32	8	1	16	1.6
CCc1ccccc1NC(=O)CN(C)C(=O)CSc1nn(-c2ccccc2)c(=S)s1	5	0	-20	3	18	-4	2	-0.1
CC(=O)C1=C(O)C(=O)N(C2CCCCC2)C1c1ccccc1 (configuration not stated)	3	9	-4	5	27	-1	-2	-6.7
O=C(NCC(O)c1ccccc1)c1cccc(S(=O)(=O)N2CCOCC2)c1 (configuration not stated)	-2	0	-21	6	20	-3	6	-3.1
Cc1ccc(C)c(NC(=O)CN(C)C(=O)COc2ccc3ccccc3c2)c1	-1	-15	12	-5	1	1	2	-0.3
CCOC(=O)c1c(C2COc3ccccc3O2)csc1NC(=O)c1ccccc1 (configuration not stated)	-5	-2	11	-11	-217	11*	-15	3.1
CCOC(=O)CCCN1CC(O)=C(c2nc(-c3ccc(Cl)cc3)cs2)C1=N	7	-6	0	7	-9	1	5	1.8
Cc1ccc(-n2nc3c(c2NC(=O)c2ccc(Br)o2)CSC3)c(C)c1	-3	-5	-11	-17	-34	3	-5	-2.0

Continued, overlapping the part above by four compounds.
SMILES	HKDC1 inh	SENP7 block	PfGluPho inh	SENP6 inh	SENP8 block	GRIN3A LBD mod	ATG4B inhibitor	MPTP block
Cc1ccc(C)c(NC(=O)CN(C)C(=O)COc2ccc3ccccc3c2)c1	-1	-15	12	-5	1	1	2	-0.3
CCOC(=O)c1c(C2COc3ccccc3O2)csc1NC(=O)c1ccccc1 (configuration not stated)	-5	-2	11	-11	-217	11*	-15	3.1
CCOC(=O)CCCN1CC(O)=C(c2nc(-c3ccc(Cl)cc3)cs2)C1=N	7	-6	0	7	-9	1	5	1.8
Cc1ccc(-n2nc3c(c2NC(=O)c2ccc(Br)o2)CSC3)c(C)c1	-3	-5	-11	-17	-34	3	-5	-2.0
Cc1ccc(CSCC(=O)N2CCN(c3ccc(F)cc3)CC2)cc1	-1	4	12	-10	8	1	7	20
Cc1ccc(C)c(N2CCN(C(=O)c3ccc(N4CCCC4=O)cc3)CC2)c1	2	-1	-9	6	18	-1	3	0.5
CCN1CCN(CCCNC(=O)c2ccc3c(c2)NC(=O)c2ccccc2S3)CC1	-9	-10	2	6	-2	0	-1	-1.9
Cc1cccc(NC(=S)NNC(=O)c2ccc(Br)o2)c1	-8	28	-11	21	9	-6	12	-2.5
N/C(CSc1ccc(Cl)cc1)=N\NC(=O)c1ccncc1	-9	3	-8	2	0	-2	3	-0.7
CCC/C=C(\CCC)C(NC(=O)c1ccc(C(=O)OC)cc1)c1ccc(C(=O)OC)cc1 (configuration not stated)	5	12	18	0	/	3	-7	/
Cc1ccc(-c2nnc(SCc3ccc(C#N)cc3)n2Cc2ccco2)cc1	-5	5	32	-6	10	0	-5	-0.3
COc1ccc(OC)c(NC(=O)c2nc(S(=O)(=O)Cc3ccccc3)ncc2Cl)c1	10	-3	23	-4	14	3	2	-2.7
CC(OC(=O)c1cc2sccc2n1C)C(=O)NCc1ccco1 (configuration not stated)	-7	-8	9	2	15	-1	4	-0.2
Cc1cc2nc(C)n(CCCNC(=O)Nc3cccc4ccccc34)c2cc1C	1	-4	-5	0	-66	-3	-17	88*
Cc1cc(C)n(-c2nc(NC(C)(C)C)nc(NC(C)(C)C)n2)n1	-1	0	-2	-8	20	-3	-8	-5.4
CC(=O)NCCC(=O)Nc1cc(S(=O)(=O)N2CCCCC2)ccc1N1CCCCC1	-6	7	-2	-7	2	0	-6	-0.6
Cc1cc(-c2ccc(C(C)C)c(S(=O)(=O)N3CCC(C)CC3)c2)on1	6	-11	6	-11	0	2	-3	-0.3
NC(=O)COc1ccccc1/C=C1/SC(=O)N(CC(=O)N2CCc3ccccc3C2)C1=O	1	-6	6	-8	-1	0	6	-0.9
CCOC(=O)N1CCN(C(=O)CSc2ccc(-c3ccncc3)nn2)CC1	-3	-8	5	-1	12	0	-4	0.3
O=C(O)CCSc1nnc(COc2ccc([N+](=O)[O-])cc2)n1-c1ccccc1	-11	-3	-1	-8	9	-1	-7	2.2
O=C(COC(=O)c1ccc2c(c1)OCCO2)NCc1ccccc1	-2	0	-5	2	18	/	/	-2.4
O=C(Nc1ccc(S(=O)(=O)Nc2ncccn2)cc1)c1cncc(Br)c1	-5	-4	-8	0	10	3	0	0.5
CC1CC1C(=O)OCC(=O)c1c(N)n(C)c(=O)n(C)c1=O (configuration not stated)	-8	0	2	-3	4	-1	-5	0.8
CNC(=O)CSc1nc2nc(C)cc(C)n2n1	-1	-3	-19	-8	34	-1	-4	-3.4
Cn1c(=O)n(CCc2ccccc2)c(=O)c2c1ncn2Cc1ccccc1	13	-7	-3	-10	14	0	-2	-1.0
CCOC(=O)c1ccccc1NC(=O)COC(=O)C(CC(C)C)NC(N)=O (configuration not stated)	1	-10	3	-4	-4	0	-10	0.0
COc1ccc(OC)c(NC(=O)COC(=O)c2ccc(OC)c(S(=O)(=O)N3CCOCC3)c2)c1	-3	11	4	-9	2	0	-9	-0.9
C/C(=N\NC(=O)c1cccc(Cl)c1)C1C(=O)c2ccccc2C1=O	-12	74*	0	97*	26	8	26	89*
CC(C)(C)NC(=O)C(c1ccc(F)cc1)N(Cc1ccco1)C(=O)Cn1nnc(-c2cccs2)n1 (configuration not stated)	-2	-2	-11	11	15	0	6	0.4
CC(C)[C@@H](C(=O)NC1CC1)N1C(=O)N2CCc3c([nH]c4ccccc34)[C@@]2(C)C1=O	2	-2	-5	0	51*	-4	-6	0.0
COC(=O)C(NC(=O)c1ccco1)(Nc1ccc(Br)cn1)C(F)(F)F (configuration not stated)	6	1	13	-31	10	0	-2	-1.5
Nc1nc(SCC(=O)Nc2ccc(OC(F)(F)F)cc2)[nH]c(=O)c1NC(=O)c1ccc(Br)o1	0	-4	-30	-12	0	17*	5	0.9
COc1ccc(S(=O)(=O)Nc2cccc(S(=O)(=O)NC3=NCCC3)c2)cc1[N+](=O)[O-]	3	4	-21	-3	3	2	1	0.6
COC(=O)c1cc(=O)n(Cc2ccc3c(c2)OCO3)c(=Nc2ccccc2)s1	6	-15	7	-20	4	0	-8	1.4
Cn1c(=O)[nH]c(=O)c2c1nc(Br)n2Cc1ccccc1Cl	-1	7	-1	-3	18	0	-12	0.6
Cc1ccc(C(=O)N2CCCC2)cc1S(=O)(=O)Nc1cccc(C)c1C	-8	-2	-4	-8	12	0	7	0.1
COc1cc(/C=C/C(=O)OCC(=O)NC(=O)NC(C)C)ccc1OCC#N	-11	-7	-5	-18	-109	1	0	8.4
Cc1ccccc1OCC(=O)Nc1cnn(CCCC(=O)O)c1	-1	7	-7	-8	2	0	-8	-1.5
COc1cc(/C=C2\SC(=O)N(CC(=O)Nc3cccc(C)c3)C2=O)ccc1OC(C)C(=O)O (configuration not stated)	-1	3	-7	0	-152	-2	-4	2.6
O=c1nc(Nc2ccccc2)oc2ccccc12	2	47	-8	16	-4	1	5	1.8
CC(N=Cc1cc([N+](=O)[O-])ccc1O)c1ccccc1 (configuration not stated)	-5	9	-4	16	-9	0	17	43
CC(=O)c1c(C)[nH]c(C(=O)N2CCCC(C)C2)c1C (configuration not stated)	-7	-2	-3	8	12	-1	0	-0.6
C=C1C2(C(=O)Nc3nccs3)CCC(C2)C1(C)C (configuration not stated)	1	3	5	-18	7	1	2	-4.2
COc1cc(NC(=O)c2cccs2)c(OC)cc1NC(=O)Cc1ccccc1	8	7	-28	1	18	-2	4	0.9
ON=C1C2CC=C(c3ccccc3)C1CCC2 (configuration not stated)	-1	/	-13	/	15	0	2	0.6
COc1ccc(NC(=S)NCCCc2ccccc2)cc1	-10	-7	-1	-9	7	0	-13	5.6
CSc1nsc(/C=C/Nc2ccc(F)cc2)c1C#N	9	7	6	22	-140	5	-1	60*
Cc1ccnc(NS(=O)(=O)c2ccc(NC(=O)/C=C/c3cccs3)cc2)n1	1	9	-26	0	-26	1	6	-1.2
Cc1ccc(C)c(/C=N/Nc2ccccn2)c1	-5	7	3	3	11	-4	6	0.1
O=C(NCCN1CCCCC1)c1ccc(/C=N/O)nc1	-6	1	-12	5	14	-6	3	0.0
Cc1cc2c(cc1S(=O)(=O)Nc1cccc(C)c1C)OCC(=O)N2	-4	-9	-6	-16	14	0	-23	-3.4
Cc1ccc(N2C(=O)C(CN3CCOCC3)C2c2ccccc2)cc1 (configuration not stated)	-7	-6	-5	-26	8	0	-10	1.7
